# Source: PubChem BioAssay (several laboratories)
# WT yeast gro inh = growth inhibition of WT yeast, mitochondrial fusion screen. mitochondrial fusion phenotypic screen, WT strain. inhibition, % at 10 µM. 190,000 compounds, 2.1% hits; in the data active = inhibition above about 58%; tested in S. cerevisiae
# West Nile virus CPE = inhibition of WNV-induced cytopathic effect – cell-based, CPE readout (AID 1621) | West Nile virus-infected cells, CPE inhibition; higher % means a stronger effect | one-dose CPE inhibition, % at 10 µM; IC50 in µM for titrated hits | 290,000 compounds, 0.02% hits; in the data active = a potency from the dose series; inconclusive = CPE inhibition mostly from about 3.7% at the one dose, without a potency; inactive = the rest, 99 in 100 with CPE inhibition below about 2.2%; note: strong numbers were not always called active
# Myeloid diff MLP = myeloid differentiation induction; ER-HoxA9 myeloid progenitors, lysozyme-GFP differentiation, flow cytometry; 360,000 compounds, 1% hits; calls only at 10 µM;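 active = normalized GFP-positive differentiation at or above the plate's own cutoff, the solvent-only control mean plus 3 SD; inconclusive = no clear call, values can overlap the other calls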;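 note: cells exposed to compound for four days before flow analysis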
# SV40 large T antigen = TAg ATPase/helicase activity blockers – biochemical (AID 1903). 310,000 compounds, 0.39% hits. SV40 large T antigen ATPase/helicase inhibition assay; higher % means a stronger effect. inhibition, % at 20 µM, or IC50 in µM where a hit was titrated; in the data active = a potency from the dose series; inconclusive = inhibition mostly from about 32% at the one dose, without a potency; inactive = the rest, 99 in 100 with inhibition below about 32%; note: strong numbers were not always called active
# Rac1 GTP hydrolysis = MgcRacGAP GTPase-activating activity inhibitors, confirmation, biochemical, ADP Hunter fluorescence; MgcRacGAP-stimulated Rac1 GTP hydrolysis, ADP Hunter fluorescence; higher % means a stronger effect; GST-tagged Rac1 F28L mutant substrate; inhibition, % at 30 µM, or IC50 in µM where a hit was titrated; 340,000 compounds, 0.6% hits;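 active = first-screen hits whose inhibition reached a set limit at any dose in the follow-up dose series; inconclusive = inhibition above the set first-screen limit but never retested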;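 note: fluorescence reports GDP produced by GAP-driven GTP hydrolysis; strong numbers were not always called active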
# T cell HTS = T cell immune modulation candidate. 2C CD8+ T cell-vesicle binding, flow cytometry; stronger effect = lower value. calls only at 7 µM. 330,000 compounds, 0.068% hits;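 active = response, share of CD8 T cells binding vesicles, and their 90th percentile fluorescence all below set limits, cut at about 80% in these data, passing the limit was not always enough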
#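 Incubation: binding step 1.5 h, 37 °C, antibody labelling 20 min, ice; system: murine 2C transgenic CD8+ T lymphocytes; technique: cytometric PE anti-B7-1 and Alexa647 anti-CD8 signals after 1% paraformaldehyde fixation; also added: QL9-charged Drosophila Ld/ICAM-1/B7-1 vesicles; control set: naked versus QL9-loaded vesicles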
# b-catenin transl = beta-catenin nuclear translocation modulation | 190,000 compounds, 0.3% hits | AID 1665 | HeLa beta-catenin nuclear translocation, immunofluorescence imaging | nuclear translocation activity, % at 5 µM;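 active = nuclear translocation activity above 50% at 5 µM, with a well cell count of 50 or more; inconclusive = wells under 50 cells across six images, flagged as toxic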;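 note: per-cell ratio of nuclear to cytoplasmic median beta-catenin stain intensity; plate controls were DMSO negative control for no effect and GSK-3 inhibitor IX positive control for full effect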
#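 Test system: HeLa cells, endogenous beta-catenin; Compound: single 5 µM dose plus 0.02–20 µM confirmation series; Times: compound exposure 24 h at 37°C; Signal: fluorescence imaging of beta-catenin antibody stain plus DAPI; Read-out: % activation, nuclear-to-cytoplasmic median beta-catenin signal ratio per cell.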
# PhoP inhibition = PhoP-dependent GFP reporter repression – Salmonella Typhimurium, primary screen (AID 1863); S. Typhimurium PhoP-regulated promoter GFP reporter, 4 h; higher % means a stronger effect; one-dose inhibition, % at 50 µM; IC50 in µM for titrated hits; 300,000 compounds, 0.16% hits;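 active = inhibition over 29.93%, a cutoff 3 SD above the screen mean, later confirmed by dose response; inconclusive = inhibition over 29.93% but no dose response follow-up; inactive = inhibition at most 29.93% or unconfirmed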;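 note: 0% = low Mg2+ inducing control and 100% = high Mg2+ repressing control; strong numbers were not always called active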
# RSV antiviral HEp-2 = RSV antiviral activity via CPE protection, HEp-2 cells, primary 10 µM value included (AID 2391); HEp-2 cells, RSV-induced CPE inhibition; higher % means a stronger effect; CPE inhibition, % at 10 µM, or IC50 in µM where a hit was titrated; 310,000 compounds, 0.13% hits; in the data active = a potency from the dose series; inconclusive = CPE inhibition mostly from about 23% at the one dose, without a potency; inactive = the rest, 99 in 100 with CPE inhibition below about 21%; note: strong numbers were not always called active
# WT yeast gro inh mutant strain = second read-out of WT yeast gro inh, no call of its own (marks repeat the call); inhibition, %; mitochondrial fusion phenotypic screen, mutant strain inhibition
# b-catenin transl cell count 5 µM = further read-out of b-catenin transl, marked with its call; cell count; measured here: cell count, cytotoxicity flag
# T cell HTS vesicle-bound % = further read-out of T cell HTS, marked with its call; double positive events, %; measured here: CD8+ vesicle-bound cell fraction;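 binding gate set so that unloaded-vesicle control wells show 10% double positive cells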
# Myeloid diff MLP GFP+ MAC1+ % = second read-out of Myeloid diff MLP, no call of its own (marks repeat the call); GFP+ MAC1+ double positive, %; measured here: differentiation confirmed by MAC1 staining
# The depositor's hits bear a star; i = inactive; ? = inconclusive; · = not tested or not shown; + = active, no number.
SMILES,WT yeast gro inh,WT yeast gro inh mutant strain,West Nile virus CPE,Myeloid diff MLP,Myeloid diff MLP GFP+ MAC1+ %,SV40 large T antigen,Rac1 GTP hydrolysis,T cell HTS,T cell HTS vesicle-bound %,b-catenin transl,b-catenin transl cell count 5 µM,PhoP inhibition,RSV antiviral HEp-2
COc1ccc(CNC(=O)C/C(C)=N/NC(=O)c2cnccn2)cc1,2,-3,0.4%,i,0.9,3%,1%,i,29,1.1,1561,-1%,1.0%
Cc1cc(NC(=O)C(C)Sc2nc(-c3ccccc3)cc(=O)[nH]2)no1 (centres undefined),·,·,1.2%,i,1.4,7%,5%,i,11,·,·,-6%,2.2%
COc1cc(C(=O)Nc2cc(C(F)(F)F)ccc2Cl)cc(OC)c1OC,1,-5,·,i,0.4,3%,10%,i,60,0.8,1280,-2%,-0.2%
COc1ccccc1/C=C1\SC(=S)N(N2C(=O)CCCC2=O)C1=O,5,11,-0.3%,i,0.7,6%,7%,i,34,-2.8,1107,9%,-0.7%
C/C(CC(=O)NCc1ccco1)=N\NC(=O)Cc1ccc(Cl)cc1,5,10,1.0%,·,·,4%,7%,i,45,0.2,1287,9%,0.3%
CCS(=O)(=O)c1nc(S(=O)(=O)c2ccc(Cl)cc2)c(N2CCN(CCO)CC2)s1,·,·,0.5%,i,0.0,6%,3%,i,32,·,·,-3%,0.8%
Cc1ccc(C(=O)OCc2ccc3c(c2)OCO3)cc1S(=O)(=O)N1CCCCC1,19,-34,0.1%,i,6.6,-11%,-4%,i,15,-7.1,1206,6%,5.5%
Cc1c(N2C(=O)CSC2c2ccc([N+](=O)[O-])cc2)c(=O)n(-c2ccccc2)n1C (centres undefined),·,·,0.1%,i,1.4,9%,8%,i,13,0.4,1269,0%,0.7%
COc1ccc(/C=C(\NC(=O)c2ccccc2)C(=O)OC[C@@H]2CCC[N+]3(C)CCCCC23)cc1OC (some centres undefined),0,0,0.1%,i,0.7,5%,6%,i,30,-3.2,667,-8%,-1.5%
COc1cccc(-c2cc(C(=O)N3N=C(C)CC3(O)C(F)F)c3ccccc3n2)c1 (centres undefined),-1,2,-0.7%,i,0.4,-1%,5%,i,20,0.8,500,0%,1.2%
Cc1cc(-c2ccccc2)nc(N(C)NC(=O)c2ccc(Cl)cc2)c1S(C)(=O)=O,22,31,0.1%,i,0.3,0%,-5%,i,51,·,·,-4%,2.4%
CCOC(=O)C1CCN(C(=O)Cn2cnc3sc(C)c(S(=O)(=O)N4CCC(C)CC4)c3c2=O)CC1,·,·,-0.8%,i,0.4,25%,7%,i,30,·,·,3%,1.5%

# The last 3 records of the part before open the next one:
SMILES,WT yeast gro inh,WT yeast gro inh mutant strain,West Nile virus CPE,Myeloid diff MLP,Myeloid diff MLP GFP+ MAC1+ %,SV40 large T antigen,Rac1 GTP hydrolysis,T cell HTS,T cell HTS vesicle-bound %,b-catenin transl,b-catenin transl cell count 5 µM,PhoP inhibition,RSV antiviral HEp-2
COc1cccc(-c2cc(C(=O)N3N=C(C)CC3(O)C(F)F)c3ccccc3n2)c1 (centres undefined),-1,2,-0.7%,i,0.4,-1%,5%,i,20,0.8,500,0%,1.2%
Cc1cc(-c2ccccc2)nc(N(C)NC(=O)c2ccc(Cl)cc2)c1S(C)(=O)=O,22,31,0.1%,i,0.3,0%,-5%,i,51,·,·,-4%,2.4%
CCOC(=O)C1CCN(C(=O)Cn2cnc3sc(C)c(S(=O)(=O)N4CCC(C)CC4)c3c2=O)CC1,·,·,-0.8%,i,0.4,25%,7%,i,30,·,·,3%,1.5%
Cc1noc(C)c1C(=O)Nc1nc(-c2cccs2)cs1,·,·,·,i,1.0,·,5%,i,11,·,·,·,1.4%
O=C(Nc1cccc(Cl)c1)Nc1ccc2c(c1)OCO2,17,0,-1.4%,i,0.4,-1%,2%,i,56,·,·,33%,12%
O=C(CCc1ccccc1)NNC(=O)Cc1ccccc1,-9,-12,-0.2%,i,0.1,·,7%,i,34,-3.7,1016,·,0.3%
Cn1c(-c2ccccn2)[n+](C)c2ccccc21,0,-3,0.3%,i,0.7,13%,5%,i,20,0.5,1563,-1%,-0.2%
Cc1cc(N2CCCC(C(=O)Nc3ccc4c(c3)CCC4)C2)n2ncnc2n1 (centres undefined),-3,-10,-0.6%,i,0.7,0%,5%,i,13,-2.9,942,6%,4.8%
CC(=C/c1ccc(C(C)C)cc1)/C=N/NC(=O)Cn1nc(C)cc1C,-4,-14,-1.1%,i,0.2,2%,9%,i,42,-1.8,1154,1%,5.8%
CN(Cc1ccccc1)C1CCCN(C(=O)c2ccc(Cl)s2)C1 (centres undefined),·,·,-0.9%,i,0.8,-26%,7%,i,12,·,·,7%,-0.5%
Nc1ccc2nc(-c3ccccc3)[nH]c2c1,-5,3,-0.5%,+,1.0*,-5%,30µM*,i,17,-1.2,1295,-1%,2.3%
O=C(CSc1nnc(-c2ccc(F)cc2)n1-c1ccccc1)NCCN1C(=O)CSC1=O,-8,14,0.4%,i,0.3,13%,4%,i,35,-1.6,569,-6%,-0.5%
CC1C(=O)NN=C1C(=O)N/N=C/c1ccco1 (centres undefined),14,5,0.1%,i,0.1,16%,14%,i,51,0.8,1039,7%,-0.1%
O=[N+]([O-])c1ccc(C(=S)N2CCN(c3ccc(F)cc3)CC2)cc1,45,45,-0.8%,i,0.2,5%,10%,i,33,0.4,1485,-7%,-1.0%
CCOc1c(Br)cc(/C=C(\C#N)C(=O)NC2CC2)cc1OC,·,·,-0.3%,i,1.6,-8%,6%,i,48,·,·,7%,-0.1%
Cc1ccc(-c2nnc(Nc3ccc4c(c3)OCO4)c3ccccc23)cc1S(=O)(=O)NCCO,-3,-7,?,i,1.3,11%,14%,i,45,0.3,1057,-6%,11%
O=S(=O)(NCC(c1cccs1)N1CCc2ccccc2C1)c1ccccc1 (centres undefined),·,·,·,i,0.0,20%,9%,i,26,·,·,4%,3.7%
Cn1c(SCc2cccc(F)c2)nnc1-c1ccccn1,-1,-3,0.1%,i,0.9,1%,5%,i,11,-6.6,1019,-12%,0.8%
CC(C)(C)OC(=O)NN=C(c1ccc(O)cc1)c1ccc(O)cc1,·,·,-0.6%,i,1.2,?,?,i,3,·,·,-2%,1.7%
O=c1[nH]c(C2CCN(S(=O)(=O)c3ccccc3F)CC2)nc2c1nnn2Cc1ccc2c(c1)OCCO2,·,·,0.8%,i,0.6,28%,-9%,i,29,·,·,7%,45µM*
O=[N+]([O-])c1cc(S(=O)(=O)CCCN2CCOCC2)ccc1F,2,1,0.0%,i,0.1,0%,-5%,i,3,0.6,946,-9%,0.9%
Cc1cc(C)c(C(=O)O)c(Cl)n1,-26,-3,0.1%,i,0.7,-1%,4%,i,34,3.6,919,-5%,0.5%
Cn1nnnc1SCCNCc1ccccc1OCc1ccccc1Cl,6,-14,-2.2%,i,0.1,5%,13%,i,7,-4.5,1060,-4%,5.5%
CCn1c(C)c(C)c2cc(C(=O)NCCCN3CCN(C)CC3)ccc21,·,·,0.2%,i,1.4,16%,10%,i,48,·,·,-5%,0.7%
CCC(O)CNC(=O)CCc1nnc(C2(c3ccc(Cl)cc3)CCC2)o1 (centres undefined),-11,-6,-0.6%,i,0.3,·,7%,i,61,-1.4,978,·,0.7%
Cc1cc(NC(=O)Cc2c(F)cccc2Cl)no1,-14,4,0.0%,i,0.5,4%,12%,i,12,-0.1,1015,-8%,2.1%
CC1CCN(C(=S)NC(=O)c2cccs2)CC1,33,15,-0.5%,i,0.2,11%,10%,i,46,-0.9,1183,0%,0.3%
Cc1csc(SC(C)C(=O)Nc2ccc3c(c2)OCCO3)n1 (centres undefined),-10,3,0.5%,i,0.5,11%,5%,i,56,0.3,1123,6%,-0.7%
CC(=O)c1c(N2CCN(c3ccc(F)cc3)CC2)nc(=S)n(-c2ccccc2)c1C,4,6,-0.7%,i,0.6,9%,7%,i,2,-0.9,554,8%,-0.8%
CC(=O)OCn1nnc2ccccc2c1=O,8,-6,0.1%,i,0.5,1%,13%,i,3,3.0,1060,-5%,1.1%
O=C(Nc1cccc(C(F)(F)F)c1)Nc1ccc(N2CCCC2)c(S(=O)(=O)Nc2ccccc2Cl)c1,-1,-12,-1.7%,i,0.7,0%,5%,i,46,8.4,363,18%,0.7%
O=c1cc(Cl)c(-c2ccccc2)n[nH]1,-6,-2,0.1%,i,1.1,6%,10%,i,36,-3.7,1267,15%,9.0%
Cc1c(-c2nc(N)nc(Nc3ccccc3)n2)oc2ccccc12,38,41,0.9%,i,0.5,-1%,11%,i,23,-1.2,961,-14%,-0.6%
O=C(N/N=C/C(Cl)=C/c1ccccc1)c1cnccn1,-17,-5,1.1%,i,1.3,9%,0%,i,36,5.3,1162,-2%,1.8%
Cc1nc2ccccc2n1C1CCN(C(=O)Nc2ccccc2)CC1,-1,-4,-0.4%,i,1.3,0%,-3%,i,41,-1.5,1449,8%,-0.1%
CC1(C)Cc2cccc(C(=O)Nc3ccc(F)cc3F)c2O1,·,·,-0.2%,i,0.3,8%,16%,i,15,3.6,965,-8%,50%
CCOP(=O)(OCC)c1nc(-c2ccc(Cl)cc2Cl)oc1N1CCOCC1,-11,-15,-1.1%,i,0.4,9%,7%,i,33,-0.3,1473,8%,0.5%
CCOC(=O)c1c(C)nc2c(c1-c1ccccc1)C(=O)c1ccccc1-2,9,12,1.3%,·,·,6%,-4%,i,28,0.4,1381,7%,1.6%
O=C(CN1CCSCC1)N1CCc2[nH]c3ccc(Br)cc3c2C1,-5,9,-0.3%,·,·,21%,·,·,·,-3.6,1133,5%,·
Cc1ccc(CNC(=O)C(C)OC(=O)c2cccs2)cc1 (centres undefined),-29,-20,0.2%,i,1.2,1%,6%,i,44,-3.7,1430,-8%,-1.0%
N#CCC1c2ccccc2CCN1C(=O)Nc1cccc(C(F)(F)F)c1 (centres undefined),·,·,0.0%,i,4.1,3%,10%,i,30,·,·,2%,0.2%

# Not a hit list; any-hit rate near 3.6%.
